CHRM1 PAM: human CHRM1 positive allosteric modulation; activation, % at 3 µM; CHO-K1 hM1, Fluo-8 calcium fluorescence, ACh EC20; 0% = ACh EC20, 100% = maximal ACh; actives 0.088% (n = 360,000); AID 588819; P11229; in the data active = activation above about 19%, passing the limit was not always enough
M5 PAM: positive allosteric modulators of human muscarinic M5 receptor; activation, % at 3 µM; actives 0.3% (n = 360,000); CHO-K1 hM5, Fluo-8 calcium, ACh EC20 PAM; 0% = ACh EC20, 100% = ACh EC100; AID 624038; P08912;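 active = activation above the run cutoff, the mean activation of all test compounds plus 3 SD, cut at about 18% in these data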
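Replicates: One well per compound, no replicates | System: Human M5 receptor in CHO-K1 cells | Benchmarks: Low control EC20 acetylcholine (0%), high control EC100 acetylcholine (100%) | Probe or stimulus: Acetylcholine, EC20 level | Times: Fluo-8 loading 80 min at 37 °C plus 30 min room temperature | Signal: Intracellular calcium via Fluo-8 fluorescence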
CRFR2-BP antag: antagonists of CRF-binding protein/CRF-R2 receptor complex; AID 588475; inhibition, % at 11.8 µM; HEK293 CRF-R2/CRF-BP, CRF-induced calcium fluorescence; actives 0.59% (n = 350,000);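 active = inhibition of the ligand-induced calcium signal above about 50% at the single tested concentration, limit read from the data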
CRFBP-R2 agonist: CRF-BP/CRF-R2 complex agonism; HEK293 CRF-R2/CRF-BP, calcium dye fluorescence (FLIPR); percent of saturating CRF peptide response; activation, % at 13.2 µM; actives 0.46% (n = 350,000); AID 588473;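 active = activation of at least 50%, plus an integration ratio under a set limit after plate pattern correction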;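 note: plate controls were neutral control wells without compound for no effect and CRF at EC100 for full effect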
M5 antag: antagonists of human muscarinic M5 receptor (CHRM5). CHO-hM5 cells, Fluo-8 calcium fluorescence, ACh EC80. inhibition, % at 3 µM. actives 0.59% (n = 360,000);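 active = inhibition above a per-plate cutoff, the mean of that plate's test compounds plus 3 SD, cut at about 27% in these data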;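 note: 0% = acetylcholine EC80 with DMSO and 100% = DMSO without agonist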
M4 antag: antagonists of human muscarinic M4 receptor (CHRM4) | P08173 | CHO-hM4 cells, ACh EC80, Fluo-8 calcium fluorescence | inhibition, % at 3 µM | actives 0.73% (n = 360,000);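 active = inhibition above its plate's cutoff, the mean inhibition of sample wells plus 3 SD, cut at about 27% in these data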;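 note: 0% = acetylcholine EC80 with DMSO and 100% = DMSO without agonist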
M5 ag: CHRM5 agonism in calcium assay | activation, % at 3 µM | CHO-K1 hM5 cells, Fluo-8 calcium fluorescence; 0% DMSO wells, 100% maximal acetylcholine response | actives 0.19% (n = 360,000);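 active = activation above the run's mean over test compounds plus 3 SD, cut at about 23% in these data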;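 note: signal is peak over basal fluorescence ratio across the kinetic read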
M4 ag: CHRM4 agonism in calcium assay; P08173; CHO-K1 hM4/Gqi5, Fluo-8 calcium fluorescence; vehicle 0%, full acetylcholine response 100%; activation, % at 3 µM; actives 0.14% (n = 360,000);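 active = activation above the run mean over all test wells plus 3 SD, cut at about 32% in these data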;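 note: peak over basal fluorescence ratio per well then scaled between controls; 0% = DMSO wells and 100% = acetylcholine at EC100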
M4 PAM: CHRM4 positive allosteric modulation; activation, % at 3 µM; P08173; CHO-K1 hM4/Gqi5, Fluo-8 calcium fluorescence, ACh EC20; 0% = ACh EC20, 100% = maximal ACh; actives 0.4% (n = 360,000);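 active = activation above its plate's cutoff, the mean activation of sample wells plus 3 SD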; note: some results filed as inactive read as strong as hits
Numbers without * were called inactive.

No. | compound | CHRM1 PAM | M5 PAM | CRFR2-BP antag | CRFBP-R2 agonist | M5 antag | M4 antag | M5 ag | M4 ag | M4 PAM
1 | OCC1(Cc2ccccc2)CCN(Cc2cnn(-c3ccccc3F)c2)CC1 | 7 | 6 | -4 | 0.0 | 4 | -13 | -7 | 3 | 5
2 | Cc1noc(C)c1-c1nnc(-c2ccc(C(F)(F)F)cc2)o1 | 17 | 10 | 3 | -0.9 | -8 | -6 | 4 | 0 | 20
3 | O=C(CSc1nncn1-c1ccccc1)NC1CCCc2ccccc21 (configuration not stated) | 10 | 5 | -1 | -1.3 | -5 | -3 | -3 | 4 | -1
4 | O=C1NC[C@H](c2ccccc2)OC(=O)[C@H](Cc2ccc(F)cc2)CC/C=C/C[C@H]1CC(=O)N(CCO)Cc1ccccc1 | -5 | -28 | -12 | -1.9 | 22 | 27* | 2 | 18 | -2
5 | C=CCNC(=O)c1ccccc1NC(=O)Nc1ccccc1 | 8 | -4 | 3 | -0.5 | -7 | 3 | 2 | 3 | 26
6 | COc1ccccc1-c1nnc(N)s1 | 4 | 2 | -4 | -0.4 | 5 | 2 | 0 | 2 | 5
7 | CCOC(=O)CC1COc2ccccc2N1C(=O)c1cccc([N+](=O)[O-])c1 (configuration not stated) | 14 | 4 | -8 | 0.8 | 6 | -7 | -3 | 1 | 9
8 | CCc1c(O)nc(SCC(=O)Nc2ccc(C)cc2)n(C2CCCCC2)c1=O | 3 | 3 | -13 | 0.2 | 4 | -6 | 6 | 5 | 5

Structures listed so far that bear a hit mark in M4 antag:
No. | compound | CHRM1 PAM | M5 PAM | CRFR2-BP antag | CRFBP-R2 agonist | M5 antag | M4 antag | M5 ag | M4 ag | M4 PAM
4 | O=C1NC[C@H](c2ccccc2)OC(=O)[C@H](Cc2ccc(F)cc2)CC/C=C/C[C@H]1CC(=O)N(CCO)Cc1ccccc1 | -5 | -28 | -12 | -1.9 | 22 | 27* | 2 | 18 | -2

Continued.
No. | compound | CHRM1 PAM | M5 PAM | CRFR2-BP antag | CRFBP-R2 agonist | M5 antag | M4 antag | M5 ag | M4 ag | M4 PAM
9 | COc1ccc(Cl)cc1C(=O)Nc1ccc2c(c1)OCO2 | 8 | -4 | 11 | -2.4 | 2 | 12 | -2 | 0 | -3
10 | COc1ccc(-c2nc(CS(=O)CC(=O)NC3CCCc4ccccc43)c(C)o2)cc1OC (configuration not stated) | -8 | -9 | 12 | -0.2 | 5 | 0 | 1 | 2 | -7
11 | Cc1ccc(S(=O)(=O)CCC(=O)OCC(=O)NC(C)c2ccc(F)cc2)cc1 (configuration not stated) | 9 | 0 | 10 | 0.1 | -4 | -5 | 0 | 3 | 5
12 | CN(c1ccccc1C(=O)Nc1cccnc1)S(C)(=O)=O | -3 | 7 | 1 | -2.5 | -13 | 5 | 3 | 1 | -4
13 | CCc1ccc(NC(=O)C2CCN(S(=O)(=O)c3ccc4c(c3)NC(=O)C(C)S4)CC2)cc1 (configuration not stated) | -19 | -16 | -4 | 5.1 | 34* | 10 | -3 | 10 | -16
14 | CCOc1ccc(CCN2C(=S)N([C@@H](CC(C)C)CN3CCCC3CN3C(=S)NC[C@@H]3CC(C)C)C[C@@H]2Cc2ccc(O)cc2)cc1 (some centres not stated) | 5 | 2 | 0 | 0.6 | -9 | -10 | 1 | 0 | 5
15 | Cc1ccc(/C=C2/NC(=O)N(Cc3ccccc3)C2=O)o1 | -4 | -1 | -5 | 0.9 | 6 | 10 | 0 | 1 | -8
16 | C=CCNC(=O)c1cn(CC)c2cc(N3CCN(C(=O)c4ccco4)CC3)c(F)cc2c1=O | 12 | 1 | -13 | -1.2 | 10 | -11 | -1 | 7 | -2
17 | C/C(=N\N1CCN(C2c3ccccc3-c3ccccc32)CC1)c1cccnc1 | -6 | -2 | -33 | -0.8 | 5 | 10 | -2 | 1 | 2
18 | Cc1c(NC(=O)C2CCN(S(=O)(=O)c3cccs3)CC2)c(=O)n(-c2ccccc2)n1C | 13 | 4 | 14 | 2.5 | 6 | 18 | -4 | 1 | 1
19 | COc1ccc(CN2C(=O)C(CC(=O)NC3CCCC3)CC(C(=O)N(C(C)C)C(C)C)=C2C)cc1 (configuration not stated) | 18 | 0 | 31 | -1.2 | 7 | -12 | 0 | -1 | 6
20 | CN1C(C(=O)NCC2CC2)CC2Cn3c(nc4cc(Cl)c(Cl)cc43)C21 (configuration not stated) | -13 | -3 | 9 | -1.8 | 9 | 7 | 2 | 2 | -1
21 | Cc1ccc(N2CC(C(=O)NC3=NCCS3)CC2=O)cc1C (configuration not stated) | 2 | 0 | 3 | -0.3 | -3 | 2 | -2 | 0 | -3
22 | COc1cc2c(cc1OC)CN(C(=O)C1CCCN1S(=O)(=O)c1ccc(F)cc1)CC2 (configuration not stated) | 5 | -1 | -4 | -1.5 | 1 | -13 | -1 | 3 | 17*
23 | CC(C)C(NC(=O)COc1ccccc1)C(=O)O (configuration not stated) | -4 | -3 | -24 | -3.2 | 2 | 15 | -2 | 2 | 4
24 | Cn1c(SCC(=O)Nc2cccc(S(=O)(=O)NC3=NCCCCC3)c2)nnc1-c1ccccc1 | -3 | 2 | 8 | -0.5 | 7 | 8 | -2 | 0 | -7
25 | O=C(CCCOc1ccccc1)NC1CCCc2ccccc21 (configuration not stated) | 6 | 6 | 11 | -2.5 | -6 | -14 | -6 | 2 | 0
26 | C/C(=N\OCC(=O)Nc1ccccc1Br)c1cccs1 | 5 | 0 | 5 | 1.9 | -5 | 2 | -6 | 0 | -4
27 | O=C(NNS(=O)(=O)c1ccc([N+](=O)[O-])cc1)c1ccccc1 | 6 | 5 | 26 | -2.2 | 0 | -10 | 0 | 0 | 3
28 | CCOC(=O)[C@@H]1[C@H]2COc3cc(OC)ccc3[C@H]2N2C(=O)N(c3ccc(Cl)cc3)C(=O)[C@]12C | 6 | 5 | 5 | 0.9 | -1 | 9 | -3 | 2 | 3
29 | COc1ccc2[nH]cc(CCNC(=O)Cc3ccc(Br)cc3)c2c1 | 9 | 4 | 7 | -1.3 | 6 | -3 | 3 | 3 | -3
30 | Nc1nnc(SCC(=O)Nc2cccc(S(=O)(=O)N3CCOCC3)c2)s1 | 11 | 7 | 6 | 0.3 | -8 | -14 | -2 | 0 | 2
31 | CCc1ccc(NS(=O)(=O)c2ccc3[nH]cc(C(=O)N4CCc5ccccc54)c(=O)c3c2)cc1 | 13 | 0 | -48 | 1.3 | 7 | 5 | -2 | 0 | 1
32 | CC(/C=C/c1ccco1)=N\NC(=O)CNc1cccc(C)c1 | 15 | 8 | 1 | -2.1 | 9 | 3 | 6 | 2 | 3
33 | Cc1ccc(C(=O)Nc2cc3ccccc3oc2=O)cc1 | 8 | 0 | -1 | -1.9 | -8 | 0 | 1 | 1 | -3
34 | CCCn1c(SCC(=O)NC2CC2)nnc1-c1cccs1 | 11 | 2 | 9 | -1.5 | 2 | -1 | -2 | 2 | -1
35 | CCCOc1ccccc1C1C(C(=O)OC)=CN(C(C)C)C=C1C(=O)OC | -2 | 8 | 2 | -4.0 | -7 | 3 | -10 | -2 | 1
36 | CC1CCCCC1NC(=S)Nc1cccc(S(=O)(=O)N(C)C)c1 (configuration not stated) | 4 | -6 | -4 | -0.7 | 17 | 3 | 2 | 9 | -7
37 | Cc1sc2nc(NCCO)[nH]c(=O)c2c1C | 4 | -3 | -6 | 3.2 | -2 | -5 | 1 | 0 | 2
38 | COc1ccc(-c2noc(-c3ccc(Br)o3)n2)cc1OC | 5 | -3 | -10 | -0.5 | 4 | 8 | -1 | 1 | 12
39 | Cc1nc2ccccn2c1C(=O)NCc1cccnc1 | 4 | 0 | 9 | 2.0 | -3 | 6 | 3 | 1 | 1
40 | O=C(N/N=C(\c1ccccc1)c1cccnc1)c1cccc(F)c1 | 6 | -6 | -4 | -11 | 9 | 4 | -3 | 5 | 7
41 | NS(=O)(=O)c1ccc(NC(=O)CN2CCN(S(=O)(=O)/C=C/c3ccccc3)CC2)cc1 | 2 | -1 | -2 | 4.9 | 0 | 4 | 1 | 2 | 8
42 | COc1ccc(OC)c(-c2cc(C(=O)NCCN3CCOCC3)no2)c1 | -1 | -6 | -11 | -5.7 | 12 | 18 | 3 | 11 | -9
43 | O=C(OCc1cn([C@@H]2C[C@H](c3ccccc3)N(C(=O)c3cccs3)C[C@H]2O)nn1)c1ccccc1 | -10 | -5 | 1 | -0.7 | 6 | 6 | 3 | 10 | -4
44 | Cc1ccc([N+](=O)[O-])cc1S(=O)(=O)n1ccnc1C | 2 | 5 | -7 | 2.6 | -8 | 4 | 0 | 1 | 5
45 | CCCCCCNC(=O)Nc1ccccc1 | 12 | -4 | -4 | 1.8 | 9 | -4 | -1 | 4 | 1
46 | CCc1nnc(NC(=O)CSc2nnc(COc3ccccc3)n2-c2ccc(C)cc2)s1 | 3 | -5 | -14 | 0.4 | 2 | 4 | 1 | 1 | -1
47 | COCCN(Cc1cc2cc(C)ccc2n2nnnc12)C(=S)Nc1ccccc1C | -5 | 4 | -7 | 1.0 | -2 | -6 | -2 | 1 | 2
48 | COc1ccc(C)cc1NC(=O)CC1COc2ccccc2O1 (configuration not stated) | 3 | -5 | 24 | -4.0 | -8 | -26 | -6 | 3 | 15

Along the list, quoted from above:
CRFBP-R2 agonist, entries 42 to 47: -5.7, -0.7, 2.6, 1.8, 0.4, 1.0

Other records:
No. | compound | CHRM1 PAM | M5 PAM | CRFR2-BP antag | CRFBP-R2 agonist | M5 antag | M4 antag | M5 ag | M4 ag | M4 PAM
49 | O=C(c1cccc(Br)c1)N1CCN(S(=O)(=O)N2CCCCCC2)CC1 | 0 | -4 | -8 | -2.8 | 6 | -1 | -2 | 4 | -2
50 | CC1CCCN(C(=O)Cn2c(=O)oc3cc(S(=O)(=O)N4CCCCC4)ccc32)C1 (configuration not stated) | -4 | -1 | 1 | 0.2 | 1 | -11 | 0 | 1 | 1
51 | COc1ccc(CC(=O)Nc2ccc(C(=O)NCC(C)C)cc2)cc1 | 7 | 0 | -18 | 1.6 | -4 | -2 | 3 | 3 | 15
52 | CC(=O)c1ccc(N2CCN(S(=O)(=O)c3cn(C)cn3)CC2)cc1 | 3 | 6 | -8 | 0.6 | 1 | 2 | -2 | 0 | 5
53 | CCCc1cc(=O)[nH]c(SCC(=O)N2CCc3ccccc3C2)n1 | 8 | 1 | 2 | -2.4 | 8 | -3 | 0 | 0 | 9
54 | CC(C)NC(=O)NC(=O)COc1ccc(Br)cc1Br | -5 | -6 | -60 | 3.8 | 4 | -17 | -2 | 2 | 5

Shown with values under each structure: part of the list above.
Every second line gives: CHRM1 PAM	M5 PAM	CRFR2-BP antag	CRFBP-R2 agonist	M5 antag	M4 antag	M5 ag	M4 ag	M4 PAM
8. CCc1c(O)nc(SCC(=O)Nc2ccc(C)cc2)n(C2CCCCC2)c1=O
 : 3	3	-13	0.2	4	-6	6	5	5
9. COc1ccc(Cl)cc1C(=O)Nc1ccc2c(c1)OCO2
 : 8	-4	11	-2.4	2	12	-2	0	-3
10. COc1ccc(-c2nc(CS(=O)CC(=O)NC3CCCc4ccccc43)c(C)o2)cc1OC (configuration not stated)
 : -8	-9	12	-0.2	5	0	1	2	-7
11. Cc1ccc(S(=O)(=O)CCC(=O)OCC(=O)NC(C)c2ccc(F)cc2)cc1 (configuration not stated)
 : 9	0	10	0.1	-4	-5	0	3	5
